ARFGAP1 inhibitor: inhibitors of rat ARFGAP1 GAP activity, primary screen, biochemical, fluorescence polarization, GDP tracer. Arfgap1-stimulated ARF1 GTP hydrolysis, GDP FP detection. hit rate 0.26% among 360,000. ADP-ribosylation factor GTPase-activating protein 1 (Rattus norvegicus), Q62848. inhibition, % at 16.5 µM. AID 651572, 2012;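 active = inhibition above a per-plate limit, mean inhibition of low control wells plus 3 SD, cut at about 25% in these data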;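 also: 0% = DMSO wells with enzyme and 100% = wells lacking Arfgap1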
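System: truncated rat Arfgap1 GAP domain / Benchmarks: high control wells lacking Arfgap1, low control full reaction with DMSO / Times: compound-enzyme preincubation 20 min, reaction 120 min, detection 60 min, 25 °C / Repeats: one replicate per compound / Also added: human ARF1(Δ1-17)-GTP substrate / Measured by: Tracer-displacement fluorescence polarization with EDTA stop, 620/688 nm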
Tn6 DDE FP: inhibitors of Tn6 peptide binding to fibrin DD(E), primary screen, biochemical, fluorescence polarization, human fibrin, Tn6 probe. Fibrinogen beta chain (Homo sapiens), P02675. Fibrin DD(E) TRITC-Tn6 fluorescence polarization displacement. inhibition, % at 8.3 µM. hit rate 0.21% among 370,000;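 active = inhibition above a per-campaign cutoff: mean of compounds within control limits plus 3 SD, cut at about 15% in these data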;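 also: 0% = median of all compound wells on the plate and 100% = blocking peptide control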
sPLA2-III inh: human group III sPLA2 inhibitors, primary screen, biochemical, QFRET, BODIPY PC-A2 liposome substrate; QFRET BODIPY PC-A2 liposome hydrolysis, fluorescence; Group 3 secretory phospholipase A2 (Homo sapiens), Q9NZ20; AID 743126, 2013; hit rate 0.56% among 370,000; inhibition, % at 12.2 µM;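 active = inhibition above mean plus 3 SD of compounds lying within the high and low control bounds, cut at about 19% in these data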;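 also: 0% = median of test compound wells and 100% = no enzyme DMSO wells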
UHRF1 binding: UHRF1 methylated DNA binding inhibitors, primary screen, counter-screen for MBD2 inhibitor project, biochemical, TR-FRET, human UHRF1, single concentration; E3 ubiquitin-protein ligase UHRF1 (Homo sapiens), Q96T88; UHRF1 binding to methylated oligo; inhibition, % at 4.4 µM; hit rate 0.75% among 370,000; AID 687016, 2013; in the data active = inhibition above about 21%;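 also: UHRF1 SRA domain binding a hemimethylated CpG hairpin DNA probe; 0% = median of test compound wells and 100% = reference inhibitor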
NR1D1 modulator: modulators of Rev-erb alpha DNA binding, primary screen, biochemical, FITC-DNA, fluorescence polarization, uHTS; activity, % at 10 µM; Rev-erbα–FITC-DNA binding, 90 min; hit rate 0.79% among 370,000;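 active = activity above about 14%, limit read from the data; passing the limit was not always enough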;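 also: 0% = DMSO wells with 35 nM protein and 100% = DMSO wells with 750 nM protein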
PLCb3 inh: human PLC-beta3 inhibitors, primary screen, biochemical, fluorescence | inhibition, % at 12.2 µM | Purified PLC-beta3, fluorogenic substrate | hit rate 0.18% among 370,000 | 1-phosphatidylinositol 4,5-bisphosphate phosphodiesterase beta-3 (Homo sapiens), Q01970 | AID 720704, 2013; in the data active = inhibition above about 11%;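 also: 0% = median of compound wells on plate and 100% = full blocker control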
Target sequence (Q01970 whole entry, looked up): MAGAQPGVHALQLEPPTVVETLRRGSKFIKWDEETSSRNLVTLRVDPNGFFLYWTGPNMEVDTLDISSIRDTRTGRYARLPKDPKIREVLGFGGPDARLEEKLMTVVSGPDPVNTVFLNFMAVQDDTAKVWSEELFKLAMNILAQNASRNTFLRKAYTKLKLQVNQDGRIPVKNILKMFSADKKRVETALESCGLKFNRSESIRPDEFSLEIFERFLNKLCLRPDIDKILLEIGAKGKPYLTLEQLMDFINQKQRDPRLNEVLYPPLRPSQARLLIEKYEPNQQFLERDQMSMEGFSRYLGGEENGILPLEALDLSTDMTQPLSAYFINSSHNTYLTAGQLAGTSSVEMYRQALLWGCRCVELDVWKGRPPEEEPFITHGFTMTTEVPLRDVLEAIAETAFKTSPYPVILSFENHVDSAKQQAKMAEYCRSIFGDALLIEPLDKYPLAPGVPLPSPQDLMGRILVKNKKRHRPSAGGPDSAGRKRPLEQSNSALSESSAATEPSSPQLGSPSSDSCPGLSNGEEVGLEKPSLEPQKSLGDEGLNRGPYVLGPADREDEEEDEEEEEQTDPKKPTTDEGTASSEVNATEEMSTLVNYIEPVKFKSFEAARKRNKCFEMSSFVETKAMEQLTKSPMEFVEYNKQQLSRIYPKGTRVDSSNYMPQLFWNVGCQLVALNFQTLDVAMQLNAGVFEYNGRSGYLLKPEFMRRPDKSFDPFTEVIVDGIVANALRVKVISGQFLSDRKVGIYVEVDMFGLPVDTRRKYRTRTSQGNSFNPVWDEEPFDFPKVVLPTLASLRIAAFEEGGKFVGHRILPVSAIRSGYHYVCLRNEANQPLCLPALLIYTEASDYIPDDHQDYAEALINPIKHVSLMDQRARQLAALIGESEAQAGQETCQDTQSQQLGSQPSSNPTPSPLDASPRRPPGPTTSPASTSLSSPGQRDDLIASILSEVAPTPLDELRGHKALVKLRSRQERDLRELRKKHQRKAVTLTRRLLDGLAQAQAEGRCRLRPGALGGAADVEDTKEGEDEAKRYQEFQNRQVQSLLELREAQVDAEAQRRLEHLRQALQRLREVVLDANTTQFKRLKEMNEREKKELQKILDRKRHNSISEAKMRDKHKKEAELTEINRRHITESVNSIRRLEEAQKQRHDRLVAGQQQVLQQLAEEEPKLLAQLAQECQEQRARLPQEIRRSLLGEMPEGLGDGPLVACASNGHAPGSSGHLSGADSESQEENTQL
proKLK7 act: proKLK7 zymogen activators, primary screen, biochemical, fluorescence intensity; activation, % at 7 µM; AID 652039, 2013; purified proKLK7, EDANS-DABCYL substrate fluorescence; 100% is mature enzyme control, 0% vehicle; hit rate 0.9% among 370,000; Kallikrein-7 (Homo sapiens), P49862;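 active = activation above the mean of all tested compounds plus 3 SD, computed per campaign excluding outliers beyond control limits, cut at about 13% in these data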
ASAP1 GAP inh: inhibitors of human ASAP1 ArfGAP activity, primary screen, biochemical, fluorescence polarization. hit rate 0.19% among 360,000. inhibition, % at 16.5 µM. ASAP1-stimulated ARF1 GTP hydrolysis, GDP FP detection. AID 624377, 2012; in the data active = inhibition above about 25%;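 also: 0% = vehicle with enzyme and substrate and 100% = no enzyme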
Tn7 DDE FP: inhibitors of Tn7 peptide binding to fibrin DD(E), primary screen, biochemical, fluorescence polarization, human fibrin, Tn7 probe | Fibrinogen beta chain (Homo sapiens), P02675 | FP displacement of FITC-Tn7 peptide from fibrin DD(E); 0% = median of compound wells per plate | inhibition, % at 8.3 µM | hit rate 0.13% among 370,000 | AID 720508, 2013;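 active = inhibition above the mean of compounds falling within the control limits plus 3 SD of them, cut at about 14% in these data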;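 also: 0% = plate median of compound wells and 100% = 10 µM Aha-Tn7 peptide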
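Assay system: Fibrin-DD(E) protein isolated from polymerized human fibrin clots; read-out basis: percent inhibition; medium: Tris/NaCl/CaCl2 buffer, pH 7.8; signal: FP measurement; incubation: 10 min plus 3 h, room temperature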
PLCg1 inh: PLC-gamma1 enzyme inhibitors, primary screen, biochemical, fluorescence, purified enzyme. 1-phosphatidylinositol 4,5-bisphosphate phosphodiesterase gamma-1 (Homo sapiens), P19174. fluorogenic substrate. inhibition, % at 12.2 µM. hit rate 0.84% among 370,000. AID 720700, 2013; in the data active = inhibition above about 9.5%
* hit, by the source's call; nt = not tested or not shown; & = joins results of further samples.

SMILES	ARFGAP1 inhibitor	Tn6 DDE FP	sPLA2-III inh	UHRF1 binding	NR1D1 modulator	PLCb3 inh	proKLK7 act	ASAP1 GAP inh	Tn7 DDE FP	PLCg1 inh
C=C(C)CSc1nc2ccccc2[nH]1	8	5	6	-2	4	5	-0.3	-3	-4	3
c1ccc2c(c1)nc1n2CN(Cc2ccc3c(c2)OCO3)CN1	3	1	3	-2	7	-3	-0.6	0	-1	-3
CN1C[C@@H]2C(c3ccc(Cl)nc3)C3(c4ccccc4)CC2(C3)[C@H]1c1ccccc1 (stereo not given in full)	-17	1	8	-2	1	2	0.6	-7	4	6
CC1=C(C(=O)Nc2ccccc2F)C(c2ccsc2)C2=C(CC(c3ccccc3)CC2=O)N1 (stereo not given)	-5	-2	-3	-2	-3	-48	-0.6	12	4	-40
COc1ccc(CC(=O)NC(C)c2nnc(SCC(=O)Nc3ccccc3F)n2C)cc1 (stereo not given)	1	3	5	4	-1	-5	-0.2	7	3	-1
COc1ccccc1CN1C[C@@H]2C[C@@H](C3=Cc4cccc(OC)c4OC3)N3CCC[C@@]23C1=O	-10	-1	-1	5	-2	-4	-0.5	10	1	-1
O=C(Oc1ccccc1)N(c1ccccc1)c1ccccc1	6	-6	0	1	-3	-2	0.1	9	-3	4
O=C(CS(=O)CC(=O)Nc1ccccc1-c1ccccc1)Nc1ccc(F)cc1 (stereo not given)	10	-9	-6	1	-3	-8	-0.6	6	9	0
CCCCC(O)(CCCC)C(=O)NN(C(=O)CCl)c1ccccc1	0	2	-6	0	1	4	0.2	-6	-1	7
O=C(CSc1nnc(-c2ccccn2)n1-c1ccccc1)Nc1ccc2c(c1)OCO2	-13	-1	-4	5	-12	4	0.9	4	-1	6
CCOC(=O)c1[nH]c2ccccc2c1NC(=O)c1ccc(Br)o1	1	7	-27	-5	-2	-13	0.2	-2	1	-9
O=C1NCC(COCC2CC=CCC2)O1 (stereo not given)	1	-3	-1	3	5	1	-0.1	17	2	-2
O=C(NCCc1csc(-c2ccccc2)n1)c1ccccc1F	8	-3	2	0	5	-2	-0.1	2	4	2
Cc1cc(C(F)(F)F)nn1Cc1n[nH]c(=S)n1Cc1ccccc1	1	2	7	1	2	0	0.5	4	3	0
O=C(O)c1ccc(CSc2ncn[nH]2)cc1	-6	5	-1	-1	-5	4	-0.2	10	-5	1
COc1ccc(C(CC(=O)N2CCN(c3ccccc3)CC2)c2c(OC)cc(OC)c3ccc(=O)oc23)cc1 (stereo not given)	1	2	-10	8	1	-125	-5.3	-9	-1	-81
O=C(CC1S/C(=N/N=C2CCCCCC2)NC1=O)Nc1ccc(Br)cc1F (stereo not given)	5	-1	-2	2	-3	-5	-0.2	13	2	-3
COc1ccc(N(CCN2C(=O)c3ccccc3C2=O)C(=O)c2cccc([N+](=O)[O-])c2)cc1	-2	-5	-9	-2	3	3	-0.1	1	-10	4
Cc1ccc(NC(=O)COC(=O)c2ccc3c(c2)OCCO3)cc1S(=O)(=O)N1CCOCC1	-7	1	-26	2	5	10	-0.1	8	-7	5
Cn1ccc2c(/C=C/c3ccc(F)cc3)cc3c(c21)C1CCC3C1 (stereo not given)	-1	1	10	-6	-4	-151	-0.2	6	6	-110
O=C(CC1CCCC1)N1CCCC(Nc2ccc(F)cc2)C1 (stereo not given)	-1	-3	8	2	1	-9	-0.7	-13	3	1
O=C(CN(C(=O)c1csnn1)c1ccc(F)cc1)NCc1ccc(F)cc1	3	-5	-2	1	-2	4	0.5	-9	4	1
O=C(C(=O)N1CCC(CNC(=O)C2COc3ccccc3O2)CC1)c1cc2ccccc2o1 (stereo not given)	9	7	-9	-2	2	5	0.6	0	-7	5
Cc1cc(C)cc(NC(=O)C(OC(=O)C2=COCCO2)c2ccccc2)c1 (stereo not given)	-12	6	0	-3	1	6	0.7	-2	1	1
Nc1cc(Cl)ccc1N1CCOCC1	0	-3	4	1	2	-2	-0.3	10	-3	-3

The list continues.
SMILES	ARFGAP1 inhibitor	Tn6 DDE FP	sPLA2-III inh	UHRF1 binding	NR1D1 modulator	PLCb3 inh	proKLK7 act	ASAP1 GAP inh	Tn7 DDE FP	PLCg1 inh
COc1ccccc1C(=O)COC(=O)c1ccc(Cl)nc1	-1	3	2	-3	2	-13	-0.3	4	-1	-4
Cc1c(Cl)cccc1NC(=O)CCNC(=O)N1CC(=O)Nc2ccccc21	22	3	-1	2	-2	-5	0.5	-3	-2	0
CS(=O)(=O)N1CCN(c2c(Cl)cccc2[N+](=O)[O-])CC1	-5	0	1	-2	-2	2	-0.8	-2	-6	2
O=C(CN1C(=O)NC2(CCCC2)C1=O)Nc1cc(Cl)ccc1N1CCOCC1	-2	-1	1	3	-9	-13	-0.6	0	-2	3
CCC(C)c1ccc(NC(=O)C2CCN(c3ncccn3)CC2)cc1 (stereo not given)	6	0	-6	-1	1	-8	1.1	-6	-2	-2
CN(C)CCC(c1ccc(Cl)cc1)c1ccccn1 (stereo not given)	9&1	-4&1	-9&15	-1&4	-1&-1&-6	2&0	0.4&-0.1	-5&9	-7&5	-1&6
COC(=O)Cn1c(CN2CCOCC2)nc2c1c(=O)[nH]c(=O)n2C	-5	-4	4	-1	1	2	-0.5	6	-1	0
CCc1nc(-c2ccccc2)c2ccccn12	9	3	7	3	-2	-6	0.4	-11	-2	2
COc1ccccc1NS(=O)(=O)c1ccc(C(=O)N2CCN(c3ccccn3)CC2)cc1	0	10	-7	-1	-1	0	0.1	3	7	-1
CCCCNC(=O)COC(=O)CCC(=O)c1cccs1	6	2	2	6	4	0	0.0	-4	1	1
CCN(C(=O)CSc1nc2ccc(Cl)cc2[nH]1)C1CCS(=O)(=O)C1 (stereo not given)	15	1	1	-1	1	3	-0.5	10	-2	0
O=C(CCC(=O)c1cccs1)NCC(c1ccc(F)cc1)N1CCOCC1 (stereo not given)	2	1	-11	2	-2	-15	-0.3	-8	-5	-7
COc1cccc(/C=c2\s/c(=C/C(=O)c3ccc(C)cc3)[nH]c2=O)c1OC	1	-2	-2	-1	-27	-4	-0.3	3	-7	-5
CCOC(=O)C1=C(C)NC(=O)CC1c1cc2c(cc1Br)OCO2 (stereo not given)	-7	3	-3	1	-3	-2	-0.4	8	0	0
CCCC(C)C(=O)Nc1ccc(S(N)(=O)=O)cc1 (stereo not given)	-5	0	-1	-2	-2	-1	0.3	-1	0	1
COc1ccc(CNC(=O)COC(=O)c2cc(C)nc3ccccc23)cc1	0	11	-4	-1	1	-6	-0.2	1	-2	-6
COc1ccc(/C=C/C(=O)OCC(=O)Nc2cc3oc4ccccc4c3cc2OC)cc1	4	-8	-5	-2	-6	3	0.3	-6	-2	2
COC(=O)c1cccc(NC(=O)Cn2cnc3c2c(=O)n(C)c(=O)n3C)c1	15	-4	2	-2	3	5	0.0	-2	-6	1
CCOC(=O)[C@]12CCCC=C1N(Cc1ccc(OC)cc1)C(=O)[C@@H]2CC(=O)NCc1cccs1	nt	-1	-5	0	5	-1	-0.4	nt	-4	0
CCOC(=O)[C@H]1[C@H]2COc3ccc(Br)cc3[C@@H]2N2C(=O)N(c3ccccc3)C(=O)[C@@]12C	14	-10	-14	-2	2	2	0.7	-16	6	0
O=C(CN1c2cccc3cccc(c23)S1(=O)=O)N1CCCCC1	1	-5	5	-3	5	-392	15*	11	-5	-275
c1ccc2nc3c(nc2c1)[nH]c1ccccc13	14	7	0	-9	0	-123	-1.8	2	3	-108
CC(C)CCN1C(=O)CSCC1(C)C(=O)NCc1ccccc1 (stereo not given)	3	7	6	-4	-2	4	0.8	-12	10	1
COc1ccc(CCNC(=O)C(=O)NCC2OCCN2S(=O)(=O)c2ccc(C)cc2)cc1OC (stereo not given)	5	6	-7	1	1	4	-0.1	-5	5	0
CCOC(=O)c1ccc(NC(=O)N2CCN(C(=O)c3ccco3)CC2)cc1	-4	-4	2	5	-3	5	-0.3	-7	-9	1

Following part:
SMILES	ARFGAP1 inhibitor	Tn6 DDE FP	sPLA2-III inh	UHRF1 binding	NR1D1 modulator	PLCb3 inh	proKLK7 act	ASAP1 GAP inh	Tn7 DDE FP	PLCg1 inh
CCOC(=O)c1ccc(NC(=O)CCc2ccc(C)o2)cc1	-11	5	-20	-1	-1	-4	0.3	1	-6	4
NC(c1ccccc1)c1csc(Nc2ccc(S(N)(=O)=O)cc2)n1 (stereo not given)	5	4	8	-2	-4	-2	0.5	1	-8	0
CCCC(O)(CCN1CCOCC1)c1ccc(Br)cc1 (stereo not given)	5	-2	4	4	-2	3	0.6	-3	-4	2
Fc1ccc(NC(=S)Nc2ccc(Cl)cc2)cc1	5	0	6	-3	0	4	0.8	-4	1	1
COc1cc(S(=O)(=O)NCc2ccccc2)ccc1-n1cnnn1	5	0	-5	-2	-1	-1	0.3	7	-1	0
CCOC(=O)N1CCC(N2CCCC(C(=O)c3cc(C)c(OC)c(C)c3)C2)CC1 (stereo not given)	-2	-3	-4	3	3	9	-0.2	10	4	1
Cc1ccc2nc3c(cc(C(=O)NCc4ccccc4)c(=N)n3CCCn3ccnc3)c(=O)n2c1	9	-3	6	-2	2	-247	9.3	-7	2	-171
S=C1NC[C@H](Cc2ccccc2)N1CC1CCN(CCCC2CCCCC2)CC1	-4	2	-8	0	-6	3	-0.4	1	0	3
